Compound activity from PubChem BioAssay.
NR2E3 ag-1 = NR2E3 (human) agonism; Q9Y5X4; GST-NR2E3/biotin-RetCOR TR-FRET, 1536-well; inhibition of corepressor binding, % at 4.78 µM; 0.12% of 320,000 active; AID 2300;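 active means percent inhibition above the cutoff of mean plus 3 SD of all tested compounds, set per screening campaign, cut at about 20% in these data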;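 further: 0% = DMSO wells and 100% = biotin wells as full block of FRET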
Target sequence (Q9Y5X4 whole entry, looked up): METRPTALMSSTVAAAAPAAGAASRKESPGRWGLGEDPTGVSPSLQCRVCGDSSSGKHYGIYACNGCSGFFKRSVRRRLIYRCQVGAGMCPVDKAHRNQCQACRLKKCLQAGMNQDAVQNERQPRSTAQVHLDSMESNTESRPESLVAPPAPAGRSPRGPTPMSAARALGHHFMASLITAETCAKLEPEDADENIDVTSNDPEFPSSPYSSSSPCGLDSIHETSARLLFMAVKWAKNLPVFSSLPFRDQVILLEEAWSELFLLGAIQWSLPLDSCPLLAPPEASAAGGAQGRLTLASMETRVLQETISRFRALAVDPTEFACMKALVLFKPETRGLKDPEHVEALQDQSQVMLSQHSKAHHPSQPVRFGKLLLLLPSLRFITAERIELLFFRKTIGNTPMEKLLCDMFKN
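Material: NR2E3–RetCOR corepressor complex | Quantity: 1.35 nM GST-tagged NR2E3 final | Schedule: 5 h at 4 °C | Replication: Singlicate compound wells | Reagent: RetCOR corepressor, biotinylated, 7 nM | Controls: Biotin wells as high control, 0.6% DMSO wells as low control | Signal: TR-FRET, Eu(K)-anti-GST donor, streptavidin-D2 acceptor, ex 340, em 617/671 nm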
KKLEB cytotox = CF airway cell cytotoxicity counter-screen | KKLEB CF airway cells viability, ATPlite luminescence, overnight; hits give low values; cells stimulated with P. aeruginosa culture filtrate | activity change (cytotoxicity), % at 5 µM | 0.36% of 360,000 active | AID 602141;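 active means corrected activity change at or below -50% at 5 µM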
Peg3 prom inh = inhibitors of Peg3 promoter; HeLa PEG-Prom luciferase reporter, luminescence, overnight; inhibition, % at 20 µM; 1.7% of 360,000 active;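 active means inhibition of at least 50% at 20 µM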
aDG glyco act = increases alpha dystroglycan glycosylation | Pro5-aDG cells, alpha-DG glycosylation AlphaScreen (IIH6); 0% Pro5, 100% B10-LARGE cell signal | activation, % at 10 µM | 0.22% of 360,000 active | AID 624168;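 active means activation of at least 8% versus controls, or a plate z-score of at least 8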;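 further: Pro5 are CHO cells carrying HIG-tagged alpha-DG that lacks glycosylation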
HIF-2a inh = inhibitors of HIF-2a | inhibition, % at 18.8 µM | 0.72% of 360,000 active | AID 624352 | 786-0 RCC cells HIF-2a reporter, luciferase luminescence, overnight;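 active means inhibition of the luminescence signal of 40% or more relative to plate controls, in a single-dose primary screen at 18.75 µM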
NR2E3 ag-2 = activates human NR2E3 receptor; 0.35% of 360,000 active; inhibition of corepressor binding, % at 3.98 µM; AID 602229; Q9Y5X4; CHO-S Gal4-NCOR/VP16-NR2E3 two-hybrid, luciferase;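 active means inhibition above the mean of all tested compounds plus 3 SD, cut at about 70% in these data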;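 further: 0% = DMSO with NR2E3 transfected cells and 100% = cells lacking NR2E3 construct; higher means lower luciferase signal from less NR2E3 corepressor binding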
TRPM1 prom inh = reduces MITF-dependent TRPM1 promoter luciferase signal | SK-MEL-5 TRPM1 promoter luciferase, 24 h | inhibition, % at 12.5 µM | 0.83% of 330,000 active | AID 488899;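 active means mean inhibition across replicates of 60% or more, whatever share of single replicates reaches that level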; further: values of inactives mirror those of a sister screen read the other way
Shn3 inh set2 = inhibitors of Schnurri-3 3'UTR reporter in osteoblasts; 0.52% of 360,000 active; inhibition, % at 12.5 µM; Clone20 osteoblast Shn3 3'UTR firefly luciferase, 24 h;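 active means mean inhibition of at least 75% with every replicate also reaching 75%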;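 further: 0% = median of neutral control wells and 100% = pilot-screen positive control compound; some compounds past the cut are filed as inactive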
iPSC survival up = increases survival of single human iPS cells | survival enhancement, % at 20 µM | 0.044% of 360,000 active | hiPSC single-cell survival, ATPlite luminescence; 100% = ROCK inhibitor wells, 0% = DMSO; in the data active means survival enhancement above about 18%;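 further: cells exposed to compounds for 16 hours before the ATP read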
CF NFkB block = cystic fibrosis NF-kB activation inhibition; KKLEB NF-kB-GFP reporter, PAF-induced, GFP fluorescence overnight; inhibition, % at 5 µM; 0.86% of 360,000 active; AID 588850;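 active means at least 50% inhibition at 5 µM, scaled per plate between neutral and stimulator controls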;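 further: PAF is a Pseudomonas aeruginosa culture filtrate used as stimulus; plate controls were PAF-stimulated DMSO wells for no effect and unstimulated DMSO wells for full effect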
TWEAK Fn14 block = blocks TWEAK-Fn14 interaction in a reporter cell assay; TWEAK-stimulated Fn14 reporter cells, luciferase luminescence, 8 h; inhibition, % at 10 µM; 2% of 360,000 active; AID 1159606; in the data active means inhibition above about 50%
The depositor's hits bear a star; · = no result given.

SMILES	NR2E3 ag-1	KKLEB cytotox	Peg3 prom inh	aDG glyco act	HIF-2a inh	NR2E3 ag-2	TRPM1 prom inh	Shn3 inh set2	iPSC survival up	CF NFkB block	TWEAK Fn14 block
CCCCCCSc1ccc([C@@H]2[C@H]3C(=O)N(CC)C(=O)[C@H]3[C@]3(C(=O)OC)CCCCN23)cc1OC	·	-14	19	-0.2	-3	-16	4	-16	0.6	16	-4
CCCSc1nsc(NC(=O)CCC)n1	6	-10	-307	0.2	-227	-144	-110	-44	1.6	23	-8
COc1cccc(S(=O)(=O)NCC(=O)N2CCCC2)c1	2	3	5	0.0	21	1	-8	-13	0.6	-11	5
Cc1ccc(S(=O)(=O)N2CCC(C(=O)OCc3ccc([N+](=O)[O-])cc3)CC2)cc1	2	-7	16	-0.1	8	-6	10	1	2.7	-7	-3
CCC1=C2CC[C@H]3C(=O)N(CC)C(=O)[C@H]3[C@H]2[C@@]2(Cc3ccccc3)C(=O)N(Cc3ccccc3)C(=O)N2C1=O	1	10	2	0.3	13	11	21	3	0.0	-8	-12
Cc1noc(C)c1S(=O)(=O)N1CCC(C(=O)N(C)Cc2ccccc2)CC1	1	1	5	-0.1	8	-24	16	1	-1.3	4	-2
COc1ccc(/C=C/C(=O)OCCNC(=O)c2ccncc2)cc1OC	1	-2	11	0.0	1	19	5	16	0.4	-3	-13
C=CCc1ccccc1OCC(O)Cn1ccnc1C (stereo not given)	4	-4	11	0.4	8	-28	2	17	0.9	2	8
Brc1ccccc1OCCCOc1cccc2cccnc12	3	-15	-287	0.2	-327	-83	-88	-131	0.3	-5	-115
CCOC(=O)[C@]12CCC=C1N(Cc1ccc3c(c1)OCO3)C(=O)[C@H](CC(=O)N1CCCCC1)C2	·	·	·	0.0	10	-1	·	·	-0.4	·	2
CS(=O)(=O)c1ccc2nc(NC(=O)c3cccc(Cl)c3)sc2c1	1	-8	-62	0.0	-173	-36	-20	-44	0.8	11	-27
COc1ccc(C(C)=O)cc1CSc1nnc2c(Cl)cc(Cl)cn12	-2	-3	6	-0.1	9	-22	1	-20	-1.5	11	-26
CC1CCN(c2nc3ccc(C(=O)N4CCN(Cc5ccccc5)CC4)cc3s2)CC1	7	-13	-143	-0.2	-113	-135	-8	-22	-0.7	-3	14
O=C(NCc1ccccn1)c1ccco1	4	1	-2	0.2	-3	-4	-6	-4	-0.7	4	9
COCCNC(=S)Nc1ccc(S(=O)(=O)Nc2cnc3ccccc3n2)cc1	4	-7	22	0.8	8	-12	-1	3	0.3	6	13
CC1(C)Cc2ccccc2-c2nnc(SCC(=O)N3CCN(c4ccccc4)CC3)n21	1	7	33	-0.1	-35	21	19	4	1.1	-31	16
CSc1oc(-c2ccco2)nc1S(=O)(=O)c1ccc(Br)cc1	1	1	2	-0.2	-5	7	·	1	6.2	-2	11
O=C(O)CCCNCc1ccccc1F	·	-1	11	-0.2	-3	-9	4	-42	-0.3	3	-18
COc1ccc(C)cc1NC(=O)CCc1ccc(S(=O)(=O)N2CCOCC2)cc1	-2	8	-1	0.1	13	6	·	5	0.0	12	-21
COc1ccc(/C=C2\NC(=O)C(C=NCc3ccccc3)=C2O)cc1	4	-8	-8	-0.1	-21	5	6	12	-1.1	6	-6
COc1ccc2nc(N(Cc3ccccc3)C(=O)CCNC(C)=O)sc2c1	3	-19	-54	0.1	-107	-24	-12	-13	-0.5	8	-27
CCOC(=O)c1cc(NC(=O)N(C(C)C)C(C)C)c(C)nc1C	3	1	2	0.0	11	-6	9	19	1.5	0	-8
Cn1c(=O)c(=O)n(C)c2cc(S(=O)(=O)CCC(=O)NCc3ccccc3)ccc21	0	4	4	-0.2	3	-37	·	-8	2.0	-16	0
COc1ccc(NCc2nnc(SCC(=O)Nc3ccccc3)n2C)cc1	1	14	-14	-0.1	-2	-3	-3	-6	-1.9	-7	-9
CCOC(=O)c1ccc(NC(=O)CN2CCc3ccccc3C2)cc1	-2	-7	15	0.0	-3	-6	-3	14	-0.7	-3	-6

Further entries:
SMILES	NR2E3 ag-1	KKLEB cytotox	Peg3 prom inh	aDG glyco act	HIF-2a inh	NR2E3 ag-2	TRPM1 prom inh	Shn3 inh set2	iPSC survival up	CF NFkB block	TWEAK Fn14 block
CCc1nnc(NC(=O)C(CC)c2ccccc2)s1 (stereo not given)	2	-3	7	-0.4	20	-22	-8	9	-0.1	-7	2
NS(=O)(=O)c1cccc(NC(=O)c2ccc3nc[nH]c3c2)c1	0	-16	10	0.0	2	-23	6	-5	-0.3	8	20
O=C(Nc1ccc(F)cc1)c1cc(S(=O)(=O)N2CCCCC2)ccc1F	-2	4	-5	0.1	-4	-6	8	-14	-0.3	6	17
CCc1ccc(OCC(O)CN2CCN(CCO)CC2)cc1 (stereo not given)	-2	10	2	0.0	10	-1	7	0	-0.3	-21	0
CN1C(=O)CSc2ccc(NC(=O)N3CCN(c4ccccc4)CC3)cc21	2	-14	18	-0.4	-7	-22	4	-1	-2.6	-12	8
CCC(C)CCN1C(N(C)C)=NC[C@@H]1C (stereo not given in full)	1	-7	-5	-0.2	5	-12	-6	3	-1.6	-1	7
CCn1cc(C(=O)OCC(=O)Nc2ccc(C(C)C)cc2)c(=O)c2ccc(C)nc21	2	24	-7	0.4	-20	-35	3	74	-0.3	-2	-1
Oc1ccc(/C=N/NC2=NCCCCC2)cc1	0	0	-21	0.0	-32	-11	6	1	4.0	6	0
CCOC(=O)C1CCN(S(=O)(=O)c2ccc3c(c2)NC(=O)C(C)C(=O)N3)CC1 (stereo not given)	-2	-6	10	0.4	-2	-8	·	13	-2.0	4	15
C=CCn1c(=O)c2ccccc2n2c(SCC(C)=O)nnc12	0	2	8	-0.1	9	-35	-4	5	0.0	-5	10
O=C1COc2ccc(-c3n[nH]c(=O)c4ccccc34)cc2N1	2	3	26	-0.2	25	-18	8	-3	2.0	24	2
Cc1cc(NC(=O)C(C)(C)C)no1	2	7	10	0.0	8	-13	-1	25	0.7	6	17
O=C(CO/N=C/c1c(Cl)cccc1Cl)NNC(=O)c1ccc(Cl)cc1	2	10	1	-0.3	21	10	5	-6	-0.2	8	0
O=C(c1ccc(Br)o1)N1CCN(c2ccccc2F)CC1	0	5	9	0.0	8	-4	-9	-16	1.0	1	-12
Cc1ccc(N(Cc2cc(=O)[nH]c3ccccc23)C(=O)CCl)cc1	4	-21	106*	0.0	46*	-19	44	81	-0.3	63*	52*
COC(=O)c1sc(S(=O)(=O)NCCC(=O)O)c(C(=O)OC)c1C	4	2	-3	0.0	14	28	-4	-16	-0.5	-14	9
C/C(=N\NC(=O)c1cccc(S(=O)(=O)N2CCCC2)c1)c1ccco1	0	-4	-6	-0.2	-8	-33	1	9	-0.6	9	-19
CC(=O)c1cc(CN2CCC(C(=O)Nc3ccc(-n4nc(C)cc4C)cc3)CC2)cs1	-2	-14	15	0.3	9	-33	12	6	1.8	1	-5
CC(C)NC(=S)NC(=O)c1ccc(Cl)cc1Cl	1	-6	-11	0.0	-30	-19	11	-1	-1.1	-14	16
Cc1nc(N)sc1Cc1ccc2c(c1)OCO2	0	7	-11	-0.2	13	-19	13	21	0.6	-6	-9
COCCC(=O)N1CCC(C(=O)Nc2ccc(Oc3ccccc3)nc2)CC1	-5	4	-129	-0.7	-167	-70	-45	-49	0.2	-6	-15
S=c1[nH]nc(-c2ccncc2)n1/N=C/c1cn(-c2ccccc2)nc1-c1ccc(Cl)cc1	4	-10	-29	-0.1	-9	7	·	-30	0.1	-23	-20
C=CCCC(=O)Nc1nc(C)c(-c2csc(Nc3ccc(Cl)cc3Cl)n2)s1	-2	-9	-9	0.4	-25	-38	-8	-1	-1.1	5	-14
Cc1ccsc1/C=C1\SC(N)=NC1=O	-11	-3	-90	-0.2	-106	-51	-4	-25	1.1	4	-34
O=[N+]([O-])c1c(Nc2ccccc2)ccc2nonc12	2	-11	10	-0.2	13	-16	12	-1	-1.5	-1	-12

The list continues.
SMILES	NR2E3 ag-1	KKLEB cytotox	Peg3 prom inh	aDG glyco act	HIF-2a inh	NR2E3 ag-2	TRPM1 prom inh	Shn3 inh set2	iPSC survival up	CF NFkB block	TWEAK Fn14 block
O=C(/C=C/c1ccccc1)N/C(=C/c1ccccc1)C(=O)N1CCCCC1	-1	2	6	-0.2	18	-17	3	-13	-0.1	0	3
C/C=C/c1cccc(-c2nc(C(=O)NC3CCC3)cc3c2[C@@H](CCO)N(S(=O)C(C)(C)C)C3)c1 (stereo not given in full)	·	8	14	0.3	8	-18	·	19	0.3	-16	-14
O=C(CN(CCO)c1ccccc1)Nc1cccc(S(=O)(=O)N2CCCC2)c1	-1	10	5	0.3	9	-6	3	8	1.6	-25	11
OC(COc1ccc2ccccc2c1)CN1CCCC1 (stereo not given)	7	-6	-24	-0.1	-42	-22	-19	-2	0.3	-15	-4
COc1cc2ncnc(NCc3cccc(F)c3F)c2cc1OC	1	-8	17	0.0	21	6	12	9	0.0	14	-2
CC(=O)C1=CCC(c2ccc(C)cc2)N(S(=O)(=O)c2ccc(Cl)cc2)C1 (stereo not given)	·	6	15	0.2	-5	-5	·	-6	-0.5	8	4
O=C(COC(=O)/C=C/c1ccc(Br)o1)NCCCN1CCCC1=O	1	-1	3	-0.1	14	-6	1	-25	-0.2	-6	15
O=S(=O)(Cc1noc(-c2ccc(Cl)cc2)n1)Cc1ccco1	-3	8	-89	0.2	-88	-2	·	-30	0.4	-12	14
COCCN1C(=O)c2oc3ccccc3c(=O)c2C1c1ccc(OC)c(OC)c1 (stereo not given)	0	-13	-7	-0.2	3	-1	1	-17	-1.9	9	3
Cc1ccc(CSCC(=O)N(C)CC(=O)Nc2ccccc2C(F)(F)F)cc1	-2	-16	-3	-0.1	-3	-18	-2	1	-0.2	22	11
CCc1ccccc1NC(=S)N(Cc1cccc(C)c1)c1cccnc1	2	-4	13	0.0	15	-2	-2	-25	-0.8	-4	7
COc1cc2c(=O)n(CC3CCCO3)c(=O)n(CC(=O)Nc3cccc(Cl)c3)c2cc1OC (stereo not given)	-1	-4	13	-0.2	27	-45	14	7	2.1	2	-9
O=C1c2ccccc2C(c2nnnn2-c2ccc3c(c2)OCCO3)N1CCOc1ccccc1 (stereo not given)	·	·	·	0.2	-45	-35	·	·	0.4	·	-17
COc1cc(NC(=O)CN2C(=O)C(C)N(c3ccc(C)cc3)C2=O)cc(OC)c1 (stereo not given)	1	6	-6	1.8	-11	10	7	14	-0.5	0	-4

Some entries already given, reduced to TRPM1 prom inh and Peg3 prom inh.
Compound	TRPM1 prom inh	Peg3 prom inh
COc1cc2c(=O)n(CC3CCCO3)c(=O)n(CC(=O)Nc3cccc(Cl)c3)c2cc1OC (stereo not given)	14	13
O=C(COC(=O)/C=C/c1ccc(Br)o1)NCCCN1CCCC1=O	1	3
C/C=C/c1cccc(-c2nc(C(=O)NC3CCC3)cc3c2[C@@H](CCO)N(S(=O)C(C)(C)C)C3)c1 (stereo not given in full)	·	14
